Screening results (PubChem BioAssay)
TRPC4 inh = TRPC4 (mouse) channel inhibition | B-score at 10 µM | actives 0.39% (n = 300,000) | Q9QUQ5 | AID 2247 | HEK293 TRPC4beta/mu-opioid, DAMGO-evoked Fluo4 calcium flux; stronger effect = lower value;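 active = B-score over 3 SD under the library average, no early fluorescence shift, positive overall ratio signal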
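Material: HEK293 cells with stable TRPC4beta plus mu-opioid receptor expression; probe or stimulus: DAMGO in two steps, submaximal then maximal; technique: Fluo4 calcium fluorescence by kinetic imaging, 5 s 1 Hz baseline; measure: integrated fluorescence ratio relative to baseline, converted to per-well B score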
TRPC4 act = activators of mouse TRPC4 channel; B-score at 10 µM; HEK293 TRPC4beta/mu-opioid, Fluo4 calcium fluorescence; stronger effect = higher value; Q9QUQ5; actives 0.49% (n = 310,000);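 active = B-score above 5 SD of library B-scores, and initial fluorescence ratio not above library mean plus 5 SD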;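 note: positive B-score marks a calcium rise read as TRPC4 activation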
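Incubation: 45 min room-temperature Fluo4 loading, 110 s read / System: HEK293 cells stably co-expressing mouse TRPC4beta and mu-opioid receptor / Signal: Fluo4 fluorescence, kinetic / Control set: buffer (low) and maximal DAMGO (high) / Measure: integrated baseline-normalised fluorescence ratio, converted to per-well B score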
MrgX1 antag = human MrgX1 receptor antagonism, primary screen; Q96LB2; MRGX1-HEK293 calcium flux, Fluo-4, BAM8-22 antagonism; stronger effect = lower value; B-score at 10 µM; actives 1.3% (n = 310,000);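 active = calcium-response B-score plate-corrected more than 3 library SD below zero, starting fluorescence within 5 deviations, no agonist response on first addition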;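 note: peak minus trough fluorescence over baseline after final BAM8-22 challenge near maximal dose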
SKKanGAS inh = blocks kanamycin growth of S. pyogenes SKKanGAS strain | BacTiter-Glo, 6 h | actives 1.3% (n = 300,000) | inhibition, % at 7.5 µM;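 active = mean replicate score, as percent of positive control median, at least 50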;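 note: strain carries kanamycin resistance gene driven by streptokinase promoter and grows in 40 µg/ml kanamycin; loss of luminescence reflects streptokinase promoter inhibition or plain growth inhibition; 0% = median of DMSO wells and 100% = positive control at its reference dose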
ANO1 activ = activates or potentiates the mouse TMEM16A chloride channel; Q8BHY3; HEK293 TMEM16A/YFP-H148Q/I152L, iodide quench fluorescence; stronger effect = lower value; B-score at 10 µM; actives 0.3% (n = 340,000); AID 623877;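 active = fluorescence-ratio B-score plate-corrected deviation score at least 3 library SD below zero, with starting fluorescence score within 5 deviations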;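 note: channel opened by trigger with iodide after compound preincubation; score built on the fluorescence ratio of max minus min over baseline; more negative score means more quench and so TMEM16A activation or potentiation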
Target sequence (Q8BHY3 whole entry, looked up): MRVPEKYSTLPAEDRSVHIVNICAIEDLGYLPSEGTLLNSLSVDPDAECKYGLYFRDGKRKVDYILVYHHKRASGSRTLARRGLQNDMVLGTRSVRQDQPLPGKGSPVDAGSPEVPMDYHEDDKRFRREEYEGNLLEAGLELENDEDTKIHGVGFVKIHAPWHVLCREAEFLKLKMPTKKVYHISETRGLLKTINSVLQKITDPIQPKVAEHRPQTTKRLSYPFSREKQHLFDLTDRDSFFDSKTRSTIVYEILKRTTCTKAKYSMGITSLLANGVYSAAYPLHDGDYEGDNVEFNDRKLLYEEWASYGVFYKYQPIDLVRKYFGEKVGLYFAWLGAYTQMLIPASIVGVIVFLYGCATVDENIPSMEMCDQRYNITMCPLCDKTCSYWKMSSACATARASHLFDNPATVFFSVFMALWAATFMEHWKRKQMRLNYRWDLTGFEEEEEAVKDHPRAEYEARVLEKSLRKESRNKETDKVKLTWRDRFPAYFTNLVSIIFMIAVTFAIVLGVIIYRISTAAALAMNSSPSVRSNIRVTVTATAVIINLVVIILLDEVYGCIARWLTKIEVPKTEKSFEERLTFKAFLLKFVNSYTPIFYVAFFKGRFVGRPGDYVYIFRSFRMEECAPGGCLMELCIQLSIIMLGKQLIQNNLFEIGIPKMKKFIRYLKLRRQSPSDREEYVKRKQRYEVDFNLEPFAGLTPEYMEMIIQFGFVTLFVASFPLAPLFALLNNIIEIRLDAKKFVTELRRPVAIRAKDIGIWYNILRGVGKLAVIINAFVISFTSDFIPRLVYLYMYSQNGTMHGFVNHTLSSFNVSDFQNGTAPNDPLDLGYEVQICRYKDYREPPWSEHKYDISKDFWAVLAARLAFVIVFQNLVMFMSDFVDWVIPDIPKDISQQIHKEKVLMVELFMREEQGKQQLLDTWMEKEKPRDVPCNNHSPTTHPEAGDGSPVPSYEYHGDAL
MrgX1 ag = human MrgX1 receptor agonism, primary screen. MrgX1-HEK293 cells, Fluo-4 calcium fluorescence, agonist mode; stronger effect = higher value. actives 0.44% (n = 310,000). B-score at 10 µM. AID 588627;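 active = calcium response B-score plate-corrected fluorescence ratio at least 3 library SD, with starting fluorescence B-score inside 5 SD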
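Test system: Stable human MrgX1 HEK293 cell line | Schedule: Overnight plating before 1 h dye loading | Read-out basis: Baseline-normalised fluorescence change ratio, B-scored | Detection: Kinetic calcium dye fluorescence, Fluo-4 NW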
TRPC4 potent = allosterically enhances the mouse TRPC4 cation channel; AID 2227; B-score at 10 µM; HEK293 TRPC4beta/mu-opioid, DAMGO EC20, Fluo-4 Ca2+ flux; stronger effect = higher value; actives 0.42% (n = 310,000);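 active = B-score of calcium response area above 5 SD of library B-scores, with initial fluorescence ratio within 5 SD of library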;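 note: B-score of integrated fluorescence ratio over time as area under calcium response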
ANO1 block = inhibitors of mouse TMEM16A calcium-activated chloride channel; Q8BHY3; HEK293 TMEM16A/YFP iodide influx fluorescence, ionomycin; normalized B-score (activity score, 25-100; higher = stronger inhibition) at 10 µM; actives 1.2% (n = 310,000); AID 588511;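 active = ratio plate-corrected score three or more library SD toward inhibition, starting fluorescence score within five deviations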;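 note: score derived from kinetic fluorescence span divided by baseline fluorescence per well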
TRPC6 inh = blocks the mouse TRPC6 cation channel; actives 1.1% (n = 310,000); HEK293-TRPC6, membrane potential dye, ACh-evoked depolarization; stronger effect = lower value; B-score at 10 µM;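 active = B-score under library mean minus 3 SD, initial fluorescence not abnormally high, positive integrated signal ratio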;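 note: B-score derived from integrated fluorescence ratio over the kinetic read; more negative B-score means stronger inhibition of depolarization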
TRPC6 activator = mouse TRPC6 channel activation. Q61143. HEK293-TRPC6 membrane potential dye fluorescence; stronger effect = higher value. B-score at 10 µM. actives 0.13% (n = 310,000). AID 2550;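 active = B-score of the integrated fluorescence ratio above library mean plus 3 SD, and starting fluorescence ratio within library mean plus 5 SD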;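 note: higher score means more depolarization so channel activation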
MrgX1 allo act = allosterically activates human MrgX1 receptor signaling | MrgX1-HEK293, Fluo-4 calcium flux, FDSS; stronger effect = higher value | actives 0.63% (n = 310,000) | B-score at 10 µM | Q96LB2;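 active = plate-corrected calcium response at least 3 library SD above typical, normal starting fluorescence, not activating the receptor alone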;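 note: compound read alongside a low EC10 to EC30 dose of BAM8-22 agonist; peak minus trough fluorescence over baseline measured at the second addition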
Active calls of the source: *; i = inactive; / = not tested or not shown.

#	smiles	TRPC4 inh	TRPC4 act	MrgX1 antag	SKKanGAS inh	ANO1 activ	MrgX1 ag	TRPC4 potent	ANO1 block	TRPC6 inh	TRPC6 activator	MrgX1 allo act
1	COc1cccc(C(=O)CN2C(=O)C(C)(C)Oc3ccc(C(=O)N4CCCCCC4)cc32)c1	i	i	i	-4	i	i	i	i	i	i	i
2	CC(C)C(=O)N1CCC2(CC1)Oc1ccc(Cl)cc1C(=O)C21CC(c2ccc(Cl)cc2)=NO1 (centres undefined)	i	i	i	13	i	i	i	i	i	i	i
3	O=C(/C=C/c1cccs1)NCc1ccc2c(c1)OCO2	i	i	i	-2	i	i	i	i	i	i	i
4	Cc1cc(NC(=O)c2cccc(Oc3ccccc3)c2)n[nH]1	i	i	i	31	i	i	i	i	i	i	i
5	CN1CN=C(NS(=O)(=O)c2ccc([N+](=O)[O-])cc2)NC1	i	i	i	3	i	i	i	i	i	i	i
6	O=C(O)COc1ccc2c3c(c(=O)oc2c1)CCC3	i	i	i	-8	i	i	i	i	i	i	i
7	COc1ccc(C(=O)N(C)Cc2ccccc2)cc1Br	i	i	i	5	/	i	i	i	i	i	i
8	O=c1cc(N2CCN(c3ccc(F)cc3)CC2)[nH]c(=O)n1Cc1ccc(F)cc1	i	i	i	4	i	i	i	i	i	i	i
9	COc1ccccc1C(c1nnnn1C(C)(C)C)N1CCN(Cc2ccncc2)CC1 (centres undefined)	i	i	i	-3	/	i	i	i	i	i	i
10	CCN1CCN(C(=O)CS(=O)Cc2nc(-c3ccc(OC)cc3)oc2C)CC1 (centres undefined)	i	i	i	-4	i	i	i	i	i	i	i
11	O=C(NC1CCN(C(=S)Nc2ccccc2)CC1)C1CCCCC1	i	i	i	-7	i	i	i	i	i	i	i
12	COc1ccc(S(=O)(=O)Cc2ccc(C(=O)NCc3cccs3)o2)cc1	i	i	i	-9	i	i	i	i	i	i	i
13	COc1ccccc1OCC(=O)NCc1cccs1	i	i	i	12	i	i	i	i	i	i	i
14	NC(=O)c1ccc(-c2ncc(-c3ccccc3)o2)cc1	i	i	i	-4	i	i	i	i	i	i	i
15	CCCCc1nc(SCC(=O)Nc2ncccn2)n[nH]1	i	i	i	2	i	i	i	i	i	i	i
16	CCn1c(SCC(=O)NCc2cccs2)nnc1-c1ccco1	i	i	i	2	i	i	i	i	i	i	i
17	Cc1cc(C)nc(NC(=O)Cc2ccc(Br)cc2)n1	i	i	i	-3	i	i	i	i	i	i	i
18	O=C(CSCc1ccccc1Cl)NNC(=S)Nc1ccccc1	i	i	i	-9	i	i	i	i	i	i	i
19	CS(=O)(=O)c1ccc(NCCN2CCOCC2)c([N+](=O)[O-])c1	i	i	i	8	i	i	i	i	i	i	i
20	CCCCn1c(=O)c(CCC(=O)O)nc2ccccc21	i	i	i	0	i	i	i	i	i	i	i
21	O=C(NCc1nnc2c(C(F)(F)F)cc(Cl)cn12)c1ccco1	i	i	i	1	i	i	i	i	i	i	i
22	Cc1cc(C)c2c(NC(=S)Nc3ccccc3)n[nH]c2n1	i	i	i	-2	i	i	i	i	i	i	i
23	Cc1cc(C)c(S(=O)(=O)Nc2cccc(-n3cnnn3)c2)c(C)c1	i	i	i	3	i	i	i	i	i	i	i
24	O=C(OCN1C(=O)c2ccccc2C1=O)c1cccnc1SC(F)F	i	i	i	-1	i	i	i	i	i	i	i
25	CCOC(=O)c1c(C)[nH]c(C)c1S(=O)(=O)N1CCN(c2ccc(F)cc2)CC1	i	i	i	-14	i	i	i	i	i	i	i
26	CCc1cc2c(=O)c(-c3ccc4c(c3)OCCO4)c(C)oc2cc1OS(C)(=O)=O	i	i	i	4	i	i	i	i	i	i	i
27	CNC(=O)CSc1nnc(-c2cccnc2)n1CCc1ccccc1	i	i	i	5	i	i	i	i	i	i	i
28	CCOC(=O)C1(c2csc(N)n2)COC(=O)C1 (centres undefined)	i	i	i	-3	i	i	i	i	i	i	i
29	Nc1nc(CSc2nc3ccccc3[nH]2)cs1	i	i	i	-4	i	i	i	i	i	i	i
30	CCCOc1ccc(N2C(=O)CC(N3CCCC(C(=O)N4CCCC4)C3)C2=O)cc1 (centres undefined)	i	i	i	-6	i	i	i	i	i	i	i
31	COc1ccc(NC(=O)C(Cl)=C(Cl)Cl)cn1	i	i	/	2	i	/	i	/	i	i	/
32	C=CCOc1cccc(CNCc2cccnc2)c1	i	i	i	1	i	i	i	i	i	i	i
33	COc1cc2[nH]c(=O)n(Cc3ccc(C(=O)NC4CCCC4)cc3)c(=O)c2cc1OC	i	i	i	0	i	i	i	i	i	i	i
34	CCc1ccc2nc(N)sc2c1	i	i	i	-2	i	i	i	i	i	i	i
35	CCc1sc(C(=O)Nc2ncccc2C)cc1C	i	i	i	-6	i	i	i	i	i	i	i
36	CC(C)(C)c1ccc(S(=O)(=O)N2CCC(N3CCCCC3)CC2)cc1	i	i	i	-3	i	i	i	i	i	20*	i
37	O=C(NCc1nnc2c(C(F)(F)F)cc(Cl)cn12)c1ccc(Br)o1	i	i	i	-1	i	i	i	i	i	i	i
38	O=C1C=C(O)CC(c2ccco2)C1 (centres undefined)	i	i	i	1	i	i	i	i	i	i	i
39	COc1cc(C(=O)Nc2c(C(=O)O)[nH]c3ccc(C)cc23)cc(OC)c1OC	i	i	i	3	i	i	i	i	i	i	i
40	O=C(c1ccc(Cl)c([N+](=O)[O-])c1)N(Cc1ccc(F)cc1)C1CCS(=O)(=O)C1 (centres undefined)	i	i	i	-9	i	i	i	i	i	i	i
41	O=C(CCCN1C(=O)/C(=C\c2ccccc2)SC1=S)Nc1ccc(C(=O)O)cc1	i	i	i	16	i	i	i	i	i	i	i
42	Cc1ccc(NC(=O)CCc2ccc(S(=O)(=O)NC3CCCCC3)cc2)cc1	i	i	i	1	i	i	i	i	i	i	i
43	Nc1ccc2nc[nH]c2c1	i	i	i	-6	i	i	i	i	i	i	i
44	C/C(N)=C(\C#N)C(=O)NCCc1ccccn1	i	i	i	-2	i	i	i	i	i	i	i
45	Cc1nn(-c2ccccc2)c2sc(C(=O)NNC(=O)COc3ccccc3)cc12	i	i	i	30	i	i	i	i	i	i	i
46	COCCCNC(=O)Cn1c(=O)n(CC(=O)NCCc2ccc(OC)c(OC)c2)c(=O)c2sccc21	i	i	i	-22	i	i	i	i	i	i	i
47	Cc1cc(C)cc(NC(=O)N2CCC(C(=O)c3ccc(F)cc3)CC2)c1	i	i	i	8	i	i	i	i	i	i	i
48	Cc1cc(C(=O)NNC(=O)Cc2ccc(Cl)cc2)c(C)o1	i	i	i	-11	i	i	i	i	i	i	i
49	S=c1[nH]c(-c2ccccc2)cn1/N=C/c1ccccc1Br	i	i	i	11	i	i	i	i	i	i	i
50	COc1ccccc1NS(=O)(=O)c1cccs1	i	i	i	3	i	i	i	i	i	i	i
51	Cc1ccc(C)c(S(=O)(=O)N2CCN(CC(=O)Nc3ccc([N+](=O)[O-])cc3)CC2)c1	i	i	i	-2	i	i	i	i	i	i	i
52	COCCn1c(SCC(=O)N2CCCCC2)nc2c(c1=O)SC(C)C2 (centres undefined)	i	i	i	1	i	i	i	i	i	i	i
53	CCn1c(SCc2cccc(C(F)(F)F)c2)nnc1-c1ccco1	i	i	-6.4*	-5	i	i	i	i	i	i	i
54	c1ccc(-c2cn3nc4c(nc3n2)CCCC4)cc1	i	i	i	14	i	i	i	i	i	i	i
55	COc1ccc(S(=O)(=O)N2CCN(C(=S)NCC3CCCO3)CC2)cc1OC (centres undefined)	i	i	i	-2	i	i	i	i	i	i	i
56	Cc1ccc(-c2cc(-c3nnc(SCC(=O)NC(C)C(C)C)n3N)c3ccccc3n2)cc1 (centres undefined)	i	i	i	6	i	i	i	i	i	i	i
57	CCN1CCN(C(c2ccc(OC)cc2)c2nnnn2Cc2ccc3c(c2)OCO3)CC1 (centres undefined)	i	i	i	0	i	i	i	i	i	i	i
58	CNC(=O)c1nnsc1S(=O)(=O)c1ccc(Cl)cc1	i	i	/	1	i	/	i	/	i	i	/
59	COc1ccc(-c2csc3ncn(Cc4ccccc4)c(=O)c23)cc1	i	i	i	-6	i	i	i	i	i	i	i
60	O=C(CN1C(=O)C2C3C=CC(C3)C2C1=O)N1CC=C(c2ccccc2)CC1 (centres undefined)	i	i	i	3	i	i	i	i	i	i	i

Remaining list, next part
#	smiles	TRPC4 inh	TRPC4 act	MrgX1 antag	SKKanGAS inh	ANO1 activ	MrgX1 ag	TRPC4 potent	ANO1 block	TRPC6 inh	TRPC6 activator	MrgX1 allo act
61	C[C@@H]1CC[C@@]2(O[C@H](CCO)C[C@H](O)[C@H]2O)O1	i	i	i	3	i	i	i	i	i	i	i
62	COc1ccc(-c2nnn(CC(=O)N(CC(=O)NC3CCCC3)Cc3cccs3)n2)cc1OC	/	i	i	0	i	i	i	i	i	i	i
63	N#Cc1c2n(c(=O)[nH]c1=O)CCCCC2	i	i	i	-7	i	i	i	i	i	i	i
64	Cc1ccc(CN(C(=O)COc2ccc([N+](=O)[O-])cc2)C2CCS(=O)(=O)C2)o1 (centres undefined)	i	i	i	-1	i	i	i	i	i	i	i
65	COc1ccccc1NC(=O)c1ccc2c(c1)C(=O)N(c1ccccc1OC)C2=O	i	i	i	-2	i	i	i	i	i	i	i
66	COc1ccc(Cl)cc1S(=O)(=O)Nc1ccc2c(c1)n(C)c(=O)n2C	i	i	i	1	i	i	i	i	i	i	i
67	Cc1ccc(C(=O)C(C)[n+]2cccc(C(N)=O)c2)cc1 (centres undefined)	i	i	i	-1	i	i	i	i	i	i	i
68	CN(CCC(=O)Nc1ccc(Cl)cc1)Cc1ccccc1	i	126*	i	-1	i	i	i	i	i	i	i
